D1 potentiator = human D1 dopamine receptor positive modulation; AID 504651; hit rate 0.036% among 360,000; HEK293 TREx D1 cells, calcium flux, dopamine EC20 potentiation; P21728; potentiation, % at 10 µM; in the data active = potentiation above about 30%; also: 0% is about no effect
Glioma ERSR ind = ER stress response induction in glioma; U87-MG GRP78 promoter luciferase reporter, 16 h; Potency, µM, without a hit: top-dose activation, hits mostly activators; hit rate 0.02% among 420,000; AID 602332; also: potency is read from the fitted curve at half-maximal effect; series mostly up to about 76 µM; % of control where 0% means no effect; nearly all actives have a fitted effect of over 35% in size
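Stably transfected U87-MG glioma cells carrying a GRP78-based luciferase sensor; 16 h compound incubation. Luminescence end-point read 10 min after Bright-Glo addition at room temperature.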
D1 ag = agonists of human D1 dopamine receptor; P21728; HEK293 T-REx D1 cells, calcium flux, agonist mode; activation, % at 2 µM; hit rate 1% among 360,000; in the data active = activation above about 30%; also: 0% is about no effect
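Inducible HEK293 T-REx D1 cells, force-coupled to calcium signalling, were plated at 4000 cells/well with tetracycline and held overnight at 30 C. After no-wash calcium dye loading, compound-evoked calcium rise over 180 s flagged agonists.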
RXFP1 agonist = RXFP1 (human) receptor agonism; Q9HBX9; HEK293T-RXFP1 cAMP TR-FRET, 30 min; response scale: percent of porcine relaxin response, buffer zero; Potency, µM (highest dose often 57.5 µM), for the others: at the top dose activation, hits mostly activators; hit rate 0.3% among 370,000; also: potency is read from the fitted curve at half-maximal effect; % is scaled to controls: 0 for no effect and ±100 for the full control effect; nearly all actives have a fitted effect of over 60% in size; many of its hits are not listed in these tables
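cAMP rise read by TR-FRET after 30 min, 37C compound exposure (up to 58 uM) in RXFP1-transfected HEK293 cells with Ro 20174 present. EC50 from Hill-equation fits, with 29 nM porcine relaxin as 100% and buffer as basal.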
RXFP1 antagonist = antagonists of human relaxin receptor RXFP1. Q9HBX9. HEK293-RXFP1, relaxin-stimulated cAMP HTRF, 30 min; hits give low values. activity change, negative = inhibition, % at 57.5 µM. hit rate 0.59% among 350,000. AID 1259400;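 active = activity change of -60% or lower, but not beyond a set lower limit; inconclusive = change between -60% and -40%, or beyond the set limit; inactive = change above -40%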; also: % is scaled to controls: 0 for no effect and ±100 for the full control effect
D2 PAM = D2 dopamine receptor (human) potentiation. P14416. HEK293 T-REx D2, calcium flux, EC20 dopamine potentiation. potentiation, % at 10 µM. hit rate 0.34% among 340,000. AID 485347;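 active = potentiation over 3 SD above the plate norm, cut at about 30% in these data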; also: 0% is about no effect
Target sequence (P14416 whole entry, looked up): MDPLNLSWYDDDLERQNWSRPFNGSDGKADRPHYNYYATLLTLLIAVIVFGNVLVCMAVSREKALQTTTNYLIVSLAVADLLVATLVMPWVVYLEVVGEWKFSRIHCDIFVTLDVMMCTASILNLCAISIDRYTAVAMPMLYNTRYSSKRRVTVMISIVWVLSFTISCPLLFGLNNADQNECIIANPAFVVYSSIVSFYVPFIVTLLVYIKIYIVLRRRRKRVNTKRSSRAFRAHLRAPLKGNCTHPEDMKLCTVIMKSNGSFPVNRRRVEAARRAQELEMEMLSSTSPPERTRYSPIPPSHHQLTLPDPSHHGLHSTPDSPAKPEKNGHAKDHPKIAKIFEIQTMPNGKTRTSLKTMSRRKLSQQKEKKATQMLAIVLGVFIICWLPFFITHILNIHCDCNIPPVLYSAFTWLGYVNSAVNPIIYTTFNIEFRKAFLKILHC
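Potentiation of an EC20 dopamine calcium response is measured in a force-coupled, tetracycline-inducible Hek293 Trex D2 line. Compound-only kinetic reads over 180 s flag agonists before dopamine addition.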
Vif-A3G inh = inhibitors of Vif-APOBEC3G interaction | Q9HC16 | HeLa A3G-eYFP + Vif (tagged APOBEC3G with the HIV-1 protein that degrades it), YFP fluorescence, overnight | Potency, µM (highest dose often 46.1 µM), without a hit: at the top dose activity, negative = active, usual class: inhibitors | hit rate 0.076% among 410,000;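 also: potency is read from the fitted curve at half-maximal effect; % is scaled to controls: 0 for no effect and ±100 for the full control effect; nearly all actives have a fitted effect of over 60% in size; hits raise eYFP signal because A3G escapes Vif-driven loss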
Target sequence (Q9HC16 whole entry, looked up): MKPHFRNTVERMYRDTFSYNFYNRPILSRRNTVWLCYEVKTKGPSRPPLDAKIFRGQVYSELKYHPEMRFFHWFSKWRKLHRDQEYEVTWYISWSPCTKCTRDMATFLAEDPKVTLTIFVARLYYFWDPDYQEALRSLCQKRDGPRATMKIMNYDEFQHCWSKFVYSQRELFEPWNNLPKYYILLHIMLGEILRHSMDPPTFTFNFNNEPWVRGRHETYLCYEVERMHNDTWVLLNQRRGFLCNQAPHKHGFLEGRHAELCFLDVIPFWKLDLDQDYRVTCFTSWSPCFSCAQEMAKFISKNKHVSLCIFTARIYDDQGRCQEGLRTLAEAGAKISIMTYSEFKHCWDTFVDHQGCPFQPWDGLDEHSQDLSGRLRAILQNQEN
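HeLa cells stably expressing Vif and C-terminally eYFP-tagged A3G, seeded overnight at 37 deg C, then exposed to compound by pintool overnight at 37 deg C. Rise in yellow fluorescence (Ex 488/Em 500-530, Acumen) marks blocked Vif-driven A3G degradation.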
Vif-A3F inh = blocks the Vif interaction with APOBEC3F. HeLa A3F-eYFP + Vif (tagged APOBEC3F with the HIV-1 protein that degrades it), YFP fluorescence increase. Potency, µM (doses to about 46.1 µM), inactives show at the highest dose activity, negative = active. hit rate 0.2% among 390,000. AID 602313; also: potency is read from the fitted curve at half-maximal effect; % of control where 0% means no effect; nearly all actives have a fitted effect of over 65% in size
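HeLa cells stably expressing Vif plus C-terminally eYFP-tagged A3F were seeded, incubated overnight at 37 deg C, dosed with compound, incubated overnight again at 37 deg C. Yellow fluorescence (Ex 488/Em 500-530) reported blocked Vif-mediated A3F-eYFP degradation.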
D1 antag = antagonists of human D1 dopamine receptor; P21728; HEK293 TREx D1 cells, calcium flux, dopamine EC80; hits give low values; activity change, negative = inhibition, % at 10 µM; hit rate 3.2% among 360,000; in the data active = activity change below about -30%; also: % is scaled to controls: 0 for no effect and ±100 for the full control effect
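After overnight tetracycline induction at 30 C, force-coupled D1 HEK293 cells took up a no-wash calcium dye at room temperature. Compounds were added and monitored 180 s, and the response to EC80 dopamine was then recorded.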
The depositor's hits bear a star; ? = inconclusive; . = not tested or not shown; & = joins results of further samples. Unless noted, calls follow the shape of the dose curve; as a rule, active = well fitted curve in the direction sought with a large enough effect; inconclusive = small, poorly fitted or top-dose-only effect, or another doubt; inactive = no such curve, though single readings can be large; an effect the other way counts as inactive or inconclusive. Only part of the results is shown; the hit share may differ from the screen's.

mol | D1 potentiator | Glioma ERSR ind | D1 ag | RXFP1 agonist | RXFP1 antagonist | D2 PAM | Vif-A3G inh | Vif-A3F inh | D1 antag
Cc1ccc(Cn2c(CCCNC(=O)C3CCCCC3)nc3ccccc32)cc1 | -1 | -2% | 23 | -2.9% | . | 2 | -2% | 0% | 11
CS(=O)(=O)N1CCc2cc(S(=O)(=O)N3CCCCC3)ccc21 | 0 | -6% | 4 | 0.9% | -5 | -6 | 1% | 11% | -18
CC(C)(C)C(=O)n1nc(-c2ccccc2)oc1=O | -3 | 2% | 3 | -2.6% | -3 | -2 | 0% | -1% | 4
CN(CC1COc2ccccc2O1)C(=O)c1ccc(N(C)C)cc1 (configuration not stated) | 0 | -1% | 28 | -1.5% | -3 | -3 | 4% | 2% | 7
CC1CCCCC1NC(=O)CNC(=O)c1cccs1 (configuration not stated) | -4 | -5% | -2 | 2.1% | -1 | . | 5% | 2% | -6
CCN(CC)S(=O)(=O)c1cccc(C(=O)NC(C(=O)Nc2nnc(C3CC3)s2)C(C)C)c1 (configuration not stated) | -3 | -4% | 11 | 0.5% | -5 | 17 | -5% | . | -14
O=C(CCN1C(=O)COc2ccccc21)N1CCN(c2ccccc2)CC1 | 1 | -6% | 1 | 1.4% | -3 | 0 | 5% | 3% | -4
O=C(c1ccccc1)N(c1ccccc1)C1C=CS(=O)(=O)C1 (configuration not stated) | 0 | -7% | 1 | 1.3% | 3 | 1 | 0% | 1% | -4
O=C(NCc1cccs1)c1cc2ccccc2o1 | -6 | 2% | 1 | 0.4% | 5 | -6 | -4% | -8% | 1
Cc1ccc(S(=O)(=O)N2CC3(O)CN(C(=O)OC(C)C)N(C(=O)OC(C)C)CC3(OC(=O)Nc3cccs3)C2)cc1 (configuration not stated) | . | 4% | . | . | 0 | . | 2% | -28% | .
NS(=O)(=O)c1ccc(NC(=O)CSc2ncn[nH]2)cc1 | 9 | -3% | 1 | 0.5% | -14 | 0 | -2% | 7% | 13
Cc1ccc(OCC(=O)c2cc(C)n(C)c2C)c([N+](=O)[O-])n1 | -3 | 0% | 5 | -3.8% | -12 | 3 | -3% | 0% | -3
CCc1cccc(C)c1NC(=O)COC(=O)CCn1c(C)csc1=O | . | -1% | . | . | -5 | . | 2% | -10% | .
Cc1ccc(N(Cc2ccccc2)C(=O)c2ccc(S(=O)(=O)N3CCOCC3)cc2)cc1 | -1 | -2% | 8 | -0.5% | -3 | -1 | 3% | 7% | 8
COc1ccc(-n2c(-c3cccc(F)c3)nc3c(cnn3-c3ccc(C)cc3)c2=O)cc1 | -2 | -2% | 3 | 4.2% | . | 7 | -3% | -5% | -17
O=C(CC1CCCCC1)Nc1c2c(nn1-c1ccc(F)cc1)CS(=O)(=O)C2 | -11 | 0% | 2 | -0.7% | 14 | -1 | -4% | -5% | 5
COc1ccc(NC(=O)CSc2nc3ccccc3c(=O)n2CCNC(C)=O)cc1 | 1 | 1% | 2 | 3.0% | -1 | 14 | 0% | -3% | 2
Cn1c(=O)n(C)c2cc(S(=O)(=O)N3CCOCC3)ccc21 | 2 | 0% | 0 | 0.1% | 5 | -3 | 1% | -6% | -5
CCCS(=O)(=O)N1CC(=O)N(c2ccc(C)c(Cl)c2)C(C)(C(=O)NC2CCCCCC2)C1 (configuration not stated) | 4 | -3% | 2 | 7.3% | -13 | -1 | 3% | 3% | -1
O=C(CN1C(=O)CC(c2ccccc2)S(=O)(=O)c2ccccc21)N1CCCC1 (configuration not stated) | 2 | -1% | 3 | 1.8% | -7 | 11 | 0% | -7% | 2
CCCn1c(SCC(=O)NCc2ccco2)nc2c1c(=O)n(C)c(=O)n2C | -2 | -6% | 1 | 4.3% | -8 | 28 | 1% | -1% | -10
CCCOc1ccc(C(=O)Nc2ccc(N3CCN(C(C)=O)CC3)cc2)cc1 | 6 | 0% | 0 | -2.4% | -7 | -1 | 0% | 6% | 9
COc1ccc2c(c1)CC/C(=C\c1ccc(OC)c(Cn3cccn3)c1)C2=O | -7 | -14% | 20 | 0.4% | -11 | 3 | 0% | 0% | -14
CC(=O)[C@@H]1[C@@H](C(=O)c2ccccc2)[C@]2(C(=O)Nc3ccccc32)[C@H]2C=Cc3cc(F)ccc3N12 | -8 | -1% | 3 | -0.3% | 1 | 12 | -22% | -4% | 15
Cc1cn2c(=O)cc(COc3ccc(C(C)(C)C)cc3)nc2s1 | 0 | 1% | 3 | 9.3% | . | 1 | 1% | -8% | 11
Cn1c(N)c(C(=O)COC(=O)c2ccc3c(c2)C(=O)N(c2ccc(Cl)cc2)C3=O)c(=O)n(C)c1=O | -2 | -1% | 0 | 6.7% | -17 | 11 | 2% | 10% | 3
CN(C)S(=O)(=O)c1ccc(C(=O)Nc2nc(-c3cccs3)cs2)cc1 | -4 | -2% | 5 | 2.5% | . | 22 | 2% | 0% | -9
O=C(CN1CCN(S(=O)(=O)c2cccc(F)c2)CC1)NCC1(N2CCOCC2)CCCCC1 | 0 | -3% | 0 | 1.4% | 8 | -4 | -1% | -9% | 7
O=[N+]([O-])c1cc(Br)c(O)c(C=Nc2ccc(N3CCOCC3)cc2)c1 | -6 | -3% | 11 | -4.6% | ? | 8 | 1% | 3% | 2
COc1ccccc1C(=O)N1CCC(N2CCN(c3ccccc3OC)CC2)CC1 | 11 | -2% | 1 | -1.1% | -22 | -28 | 2% | -12% | 3
Brc1ccccc1-c1ccccc1 | -2 | -2%&5% | 0 | 1.0% | 20 | -11 | 4% | -1% | .
N/C(=N\OC(=O)Cc1ccc(-c2ccccc2)cc1)c1ccccn1 | -8 | -5% | 2 | 0.2% | -11 | 0 | 0% | -1% | -3
CCNc1ncnc2c1cnn2C1CCCCO1 (configuration not stated) | . | -5% | . | . | -3 | . | 1% | -6% | .
Cc1nsc2nc3c(F)c(F)c(F)c(F)c3cc12 | 0 | ? | 7 | -1.7% | -3 | -4 | 0% | -14% | 1
COc1ccccc1C(=O)NC(=Nc1nc2ccccc2o1)NC(=O)c1ccccc1OC | -1 | 0% | -1 | 0.5% | 1 | 2 | -1% | -5% | -26
Fc1ccc(NCc2ccccc2-c2nnc(-c3ccccc3Cl)o2)cc1Cl | -2 | 0% | 3 | 0.6% | -8 | -1 | 2% | -5% | 6
CC(C)CCNC(=O)NC(=O)CN1C(=O)NC2(CCCCC2)C1=O | -1 | -5% | -1 | 0.4% | -1 | 12 | -4% | -19% | 5
Cc1csc(=O)n1CC(=O)OCC(=O)NCc1ccc(F)cc1 | -2 | -1% | 2 | -0.3% | 5 | -4 | 3% | -2% | 0
Cc1ccc(CN2CCN(c3ncccn3)CC2)c(C)c1 | -9 | 1% | 0 | 1.4% | -1 | -23 | -1% | -14% | 4
CC(=O)Nc1ccc(NC(=O)C/C(C)=N/NC(N)=S)cc1 | 4 | -6% | -3 | 1.6% | 1 | 3 | -2% | 7.9µM* | -11
NC(=O)CC(NC(=O)c1ccc(Br)cc1)c1ccc(N2CCN(c3ccccc3)CC2)c([N+](=O)[O-])c1 (configuration not stated) | -2 | -2% | 2 | -0.7% | . | -4 | -1% | -1% | -4
Nc1c(C(=O)N/N=C/c2ccccc2Cl)oc2nc(-c3ccccc3)cc(-c3ccco3)c12 | -2 | 0% | 5 | ? | -7 | 3 | ? | 7.1µM* | 2
CN1CCC[C@@H]1CCO[C@](C)(c1ccccc1)c1ccc(Cl)cc1 | . | -2%&-5%&-2% | . | . | ? | . | 0% | 1% | .
CC(c1ccccc1)N1CCc2[nH]c(=S)[nH]c(=O)c2C1 (configuration not stated) | 2 | -1% | -3 | 0.6% | -12 | 0 | 0% | -10% | 8
Cc1cccc(NC(=O)C2CC(=O)N(c3ccc4c(c3)OCCO4)C2)n1 (configuration not stated) | -10 | -4% | 3 | 0.0% | -1 | -15 | -1% | -2% | 31
CCOC(=O)c1cc(-c2ccccc2)n(CC(=O)NCc2ccccc2OC)c1C | -3 | -4% | 1 | 1.0% | -14 | 0 | -13% | -2% | -5
COc1cc(C2c3c(-c4c(C)cc(C)cc4O)n[nH]c3C(=O)N2Cc2ccco2)cc(OC)c1OC (configuration not stated) | 1 | . | 2 | 0.3% | -1 | 15 | . | . | 5
CC(C)C(NC(=O)/C=C/c1ccc(F)cc1)C(C)C | 3 | 0% | 1 | -1.2% | -23 | 4 | -2% | -11% | -12
OC(c1ccccc1)C(O)c1ccccc1 (configuration not stated) | . | -2% | . | . | -1 | . | 0% | 3% | .
CC(C)CN1C(=S)SC(C)(C)C1n1oc(=O)n(-c2ccccc2)c1=O (configuration not stated) | -1 | -3% | 3 | -0.9% | -12 | 13 | 1% | -7% | -15

(further entries)
mol | D1 potentiator | Glioma ERSR ind | D1 ag | RXFP1 agonist | RXFP1 antagonist | D2 PAM | Vif-A3G inh | Vif-A3F inh | D1 antag
CCC(=O)c1ccc(N2CCN(C(=O)c3cc([N+](=O)[O-])ccc3N3CCN(C)CC3)CC2)c(F)c1 | -2 | -4% | 4 | 2.7% | -5 | -7 | 0% | 10% | -18
Cc1cccc(OC(=O)CN2C(=O)C3C4CCC(C4)C3C2=O)c1C (configuration not stated) | -2 | -3% | 6 | 0.3% | 17 | 1 | 2% | 0% | 12
CC(OC(=O)CNC(=O)c1sc2ccccc2c1Cl)c1ccccc1 (configuration not stated) | 1 | 0% | 5 | 0.7% | 3 | . | 0% | 3% | 14
CCCN(Cc1cc2cc(OC)ccc2[nH]c1=O)C(=O)c1ccco1 | 4 | -2% | 2 | 6.1% | 1 | -4 | -1% | -28% | -4

An excerpt from above in order of the D1 potentiator value, smallest number first:
molecule | D1 potentiator | Glioma ERSR ind | D1 ag | RXFP1 agonist | RXFP1 antagonist | D2 PAM | D1 antag
Cc1cccc(OC(=O)CN2C(=O)C3C4CCC(C4)C3C2=O)c1C (configuration not stated) | -2 | -3% | 6 | 0.3% | 17 | 1 | 12
CC(OC(=O)CNC(=O)c1sc2ccccc2c1Cl)c1ccccc1 (configuration not stated) | 1 | 0% | 5 | 0.7% | 3 | . | 14
CCCN(Cc1cc2cc(OC)ccc2[nH]c1=O)C(=O)c1ccco1 | 4 | -2% | 2 | 6.1% | 1 | -4 | -4
